DAX1 inh-1 – inhibits human nuclear receptor DAX1 | hit rate 0.99% among 340,000 | inhibition, % at 6.75 µM | P51843 | AID 504766 | HEK293 Gal4-DAX1 luciferase reporter, luminescence;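 active means inhibition above the mean over all tested compounds plus 3 SD, cut at about 4.2% in these data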;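 further: 0% = DAX1-transfected cells with DMSO and 100% = empty-vector control cells with DMSO; inhibition shows as a rise in luminescence from relieved DAX1 repression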
Target sequence (P51843 207-470 limits assumed): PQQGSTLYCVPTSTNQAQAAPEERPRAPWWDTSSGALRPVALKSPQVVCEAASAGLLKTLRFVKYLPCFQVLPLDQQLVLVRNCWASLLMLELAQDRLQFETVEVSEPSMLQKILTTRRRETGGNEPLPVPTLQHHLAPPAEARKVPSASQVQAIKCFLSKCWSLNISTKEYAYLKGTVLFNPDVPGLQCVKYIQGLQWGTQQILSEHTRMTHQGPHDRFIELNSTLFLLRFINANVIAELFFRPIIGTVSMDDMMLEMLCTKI
PLC-beta3 inh – inhibitors of human phospholipase C beta3; Purified PLC-beta3, fluorogenic substrate, fluorescence; inhibition, % at 12.2 µM; AID 720704; hit rate 0.18% among 370,000; Q01970; in the data active means inhibition above about 11%;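 further: 0% = median of compound wells on plate and 100% = full blocker control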
ADAM17 inh – inhibits human ADAM17 | P78536 | inhibition, % at 6.95 µM | recombinant ADAM17, EDANS/DABCYL FRET peptide cleavage | hit rate 0.83% among 370,000;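 active means inhibition above the mean of compounds lying between control limits plus 3 SD, set per campaign, cut at about 8.5% in these data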;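 further: 0% = DMSO-only wells as the low control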
hcDAF12 agonist – H. contortus DAF-12 activation, primary screen | AID 652067 | HEK293 hcDAF-12 lit1-tk-luc reporter, luminescence; 0% DMSO, 100% Δ7-dafachronic acid | activation, % at 6.8 µM | hit rate 1.4% among 370,000;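 active means activation above the mean of all tested compounds plus 3 SD, cut at about 5.5% in these data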;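 further: 100% = response to 3 µM Δ7-dafachronic acid high control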
PLC-gamma1 inh – inhibitors of human phospholipase C gamma1 | purified PLC-gamma1, fluorogenic substrate, fluorescence | P19174 | AID 720700 | hit rate 0.84% among 370,000 | inhibition, % at 12.2 µM; in the data active means inhibition above about 9.5%
Rev-erbA mod – Rev-erb alpha (human) modulation; P20393; Rev-erbα–FITC-DNA binding, fluorescence polarization, 90 min; activity, % at 10 µM; hit rate 0.79% among 370,000;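 active means activity above about 14%, limit read from the data; passing the limit was not always enough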;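 further: 0% = DMSO wells with 35 nM protein and 100% = DMSO wells with 750 nM protein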
hgDAF-12 ag – agonists of H. glycines DAF-12 nuclear receptor; HEK293 GAL4-hgDAF12 UAS-luciferase reporter, agonist luminescence; normalized to butyrate control; activation, % at 6.8 µM; hit rate 1.8% among 370,000;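 active means activation above a cutoff set at the mean of all screened compounds plus 3 SD, cut at about 10% in these data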;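 further: 0% = DMSO wells and 100% = sodium butyrate wells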
MBD2 DNA inh – MBD2-methylated oligo binding inhibition | Q9UBB5 | hit rate 0.31% among 370,000 | TR-FRET, MBD2 binding to methylated oligonucleotide | inhibition, % at 4.4 µM; in the data active means inhibition above about 13%
Target sequence (Q9UBB5 whole entry, looked up): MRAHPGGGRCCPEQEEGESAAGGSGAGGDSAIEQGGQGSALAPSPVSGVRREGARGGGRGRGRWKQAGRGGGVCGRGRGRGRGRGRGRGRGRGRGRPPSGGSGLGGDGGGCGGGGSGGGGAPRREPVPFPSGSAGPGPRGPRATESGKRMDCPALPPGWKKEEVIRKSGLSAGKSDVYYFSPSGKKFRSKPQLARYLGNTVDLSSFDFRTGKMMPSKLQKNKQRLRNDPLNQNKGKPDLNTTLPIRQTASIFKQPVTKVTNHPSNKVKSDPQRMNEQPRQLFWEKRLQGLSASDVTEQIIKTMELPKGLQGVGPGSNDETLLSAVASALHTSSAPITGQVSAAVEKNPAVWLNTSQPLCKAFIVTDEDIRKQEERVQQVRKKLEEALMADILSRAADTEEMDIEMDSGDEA
ssDAF-12 act – activates DAF-12 receptor from parasite S. stercoralis. hit rate 1% among 370,000. HEK293 ssDAF-12/GRIP1 lit1-tk-luc reporter, luminescence; % of 3 µM dafachronic acid response. activation, % at 6.8 µM. AID 652126;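 active means activation above the mean over all tested compounds plus 3 SD, cut at about 0.9% in these data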;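 further: 0% = DMSO-only wells and 100% = 3 µM delta7-dafachronic acid wells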
DAX1 inh-2 – DAX1 (NR0B1) inhibition, primary screen. hit rate 1.1% among 370,000. HEK293T StAR-luciferase reporter, SF-1/DAX-1 repression relief. inhibition, % at 6.8 µM. AID 652010;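 active means inhibition above the mean over all tested compounds plus 3 SD, cut at about 3.6% in these data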;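 further: 0% = DAX-1 cells with DMSO and 100% = cells lacking DAX-1 with DMSO; higher inhibition means more luminescence from relief of DAX-1 repression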
SMARCA2 activ – increases SMARCA2 function in MMTV reporter cells; AID 652017; hit rate 1% among 370,000; MG213 cells, MMTV-luciferase reporter, dexamethasone, overnight; activation, % at 9.1 µM; in the data active means activation above about 7.8%;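 further: 0% = vehicle wells and 100% = reference activator wells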
Starred values were filed as active, the others as inactive; i = inactive; x = no result given.

SMILES	DAX1 inh-1	PLC-beta3 inh	ADAM17 inh	hcDAF12 agonist	PLC-gamma1 inh	Rev-erbA mod	hgDAF-12 ag	MBD2 DNA inh	ssDAF-12 act	DAX1 inh-2	SMARCA2 activ
COCCNC(=O)C1(C)CCCN(C(=O)c2cccc3ccccc23)C1 (stereo unspecified)	x	1	-6	-1.3	3	11	-3.9	-6	-1.2	-0.6	-5
CC1(C)CC(=O)c2sc(NC(=O)c3ccc4ncsc4c3)nc2C1	-1.2	-64	-2	1.3	-49	-4	8.4	0	-0.1	0.6	1
CCOC(=O)NNC(=O)CCn1c2c(c3ccccc31)CCCC2	-0.1	-10	-7	-1.8	-2	1	5.1	1	-1.9	-0.2	-1
CCN(CC)S(=O)(=O)c1ccc(OCC(=O)NCc2ccccc2)cc1	0.6	1	-4	-0.7	0	-1	-2.1	2	-1.3	-0.9	-3
CCOC(=O)c1ccc(OC)c(OC)c1Cl	5.8*	-4	1	-0.5	1	-1	-0.5	1	-0.9	-0.6	7
COc1ccc(N(CC(=O)NCCc2ccccc2)C(=O)c2csnn2)cc1	-0.1	-3	0	0.0	3	8	1.7	-3	-0.6	0.7	2
Cc1ccc2nc(-c3ccccn3)[nH]c2c1	-1.7	-31	-14	8.7*	-21	-5	9.7	0	0.5	1.9	3
COc1ccc(C)cc1NC(=O)C1CCN(S(=O)(=O)c2ccc3c(c2)NC(=O)CO3)CC1	1.0	-13	-5	-0.3	0	2	-0.1	-3	-0.8	-0.3	-2
C[C@@H]1ON(C)[C@H]2C[C@H]3c4[nH]c5cccc(-c6cccc(F)c6)c5c4CCN3C(=O)[C@@H]12	x	-359	-132	-1.4	-274	-5	-0.4	-4	-0.6	0.0	0
COc1cc(/C=C2/CC(C)OC2=O)c([N+](=O)[O-])cc1OC (stereo unspecified)	4.7*	-11	-8	-2.1	-2	4	1.0	-4	-1.3	-0.2	-2
CCOC(=O)C1(c2ccccc2)SC(C(=O)OCC)(c2ccccc2)S1 (stereo unspecified)	0.6	4	-1	-1.9	5	4	-0.6	0	-1.6	0.4	-1
O=C(OCC#CCSc1nnc(-c2cccs2)o1)c1ccc(F)cc1	x	-6	3	0.7	1	5	-0.2	-9	-0.7	x	x
O=C(CN1C(=O)C2C3C=CC(C3)C2C1=O)Nc1ccc2c(c1)OCCO2 (stereo unspecified)	-0.3	1	-4	1.2	5	0	7.5	6	-0.2	1.1	-1
CCOC(=O)CNC(=O)CN1C(=O)CCS(=O)(=O)c2ccccc21	0.1	2	-3	1.7	2	-2	-0.2	-1	-0.9	-0.1	1
CCCNC(=O)C/C(C)=N/NC(=O)COc1ccc(C)cc1Br	-1.2	-4	1	-0.9	0	-4	1.4	-1	-0.8	0.9	-1
O=C(Nc1cc(S(=O)(=O)N2CCCC2)ccc1Cl)C1=COCCO1	-1.0	1	0	-1.0	2	-2	0.7	1	-1.8	-0.2	-1
Cc1ccc(NC(NC(=O)Cc2ccccc2)C(Cl)(Cl)Cl)cc1 (stereo unspecified)	-1.2	2	2	1.0	0	-1	0.0	-4	-0.8	0.1	-3
COc1cccc2c(=O)n(CC(=O)N3CCc4ccccc43)ccc12	1.1	0	4	2.4	3	6	-1.6	-6	-0.3	-0.7	-4
Cc1ccc(C2SCC(=O)N2Cc2ccccc2)cc1 (stereo unspecified)	-0.8	-4	-1	-0.9	0	0	-1.0	-7	-0.4	0.2	-1
CC(c1ccon1)N(C)Cc1cn(C)nc1-c1cccc(Cl)c1 (stereo unspecified)	-1.3	2	-1	1.5	0	1	2.5	1	-1.0	-0.5	2
CCOc1ccccc1OCCC(=O)N1CCN(S(=O)(=O)c2ccccc2[N+](=O)[O-])CC1	-2.0	3	8	-3.4	1	-2	-7.0	4	-1.2	1.7	-4
CCc1ccc(-c2nc(CS(=O)CC(=O)NCc3ccco3)c(C)o2)cc1 (stereo unspecified)	-0.8	-20	-2	-5.5	-8	0	-11	0	-2.5	-1.4	-9
OC(c1ccc(F)c(F)c1)c1ncc(-c2cccc(C(F)(F)F)c2)[nH]1 (stereo unspecified)	x	1	8	-2.2	1	4	-0.5	-5	-2.0	-0.9	-4
Cc1ccc(C2(c3noc(CN(C)CC4COCCO4)n3)CCCC2)cc1 (stereo unspecified)	-0.1	-5	1	-0.2	1	1	1.8	-2	-1.1	0.7	-5
CNc1ccc(Cl)cc1S(=O)(=O)c1ccccc1[N+](=O)[O-]	x	3	0	-1.9	-1	7	-2.1	0	-0.9	-1.5	-3
CCc1ccccc1NC(=O)CNCC(=O)Nc1ccccc1CC	0.2	-5	-4	-2.3	3	9	1.8	1	-1.1	-0.1	0
CCCNC(=S)N1CCC(Cc2ccccc2)CC1	0.8	-4	-2	-3.0	-2	0	-1.7	-1	-0.8	-1.7	0
COc1ccc(C(CC(=O)Nc2ccc(C)cn2)N2Cc3ccccc3C2=O)cc1 (stereo unspecified)	0.7	-9	-4	-0.8	4	3	0.9	2	-1.0	0.1	-4
Cc1ccc(NC(=O)c2ccc(S(=O)(=O)N3CCCCC3)cc2)nc1	-0.5	-7	-8	-1.3	-3	8	0.2	1	-1.3	-0.9	0
CC(=O)c1cccc(NC(=O)c2ccc(N(Cc3ccccc3)S(C)(=O)=O)cc2)c1	-0.8	4	4	0.8	0	7	-3.5	0	-1.2	-1.8	1
COc1cccc(N(C(=O)CNC(=O)c2ccco2)C(C(=O)NC2CCCC2)c2ccncc2)c1 (stereo unspecified)	0.4	0	-4	-0.4	-5	-3	-0.5	3	-0.7	0.0	-2
FC(F)(F)c1ccccc1Cc1c(C2CCCCC2)nc2c3ccccc3ccn12	x	-16	-2	2.3	-1	1	3.4	3	1.7*	1.6	-1
C#CCN(C[C@@H]1[C@@H](OC(=O)NCc2ccccc2F)[C@@H](OC(=O)NCc2ccccc2F)CN(C(=O)OC(C)C)N1C(=O)OC(C)C)S(=O)(=O)c1ccc(C)cc1	0.2	5	8	0.1	-4	-5	-1.4	-2	-1.2	-0.9	0
Cc1cccc(N(C)C(=O)c2cc3cc4ccc(C)cc4nc3o2)c1	3.3	-11	-12	0.2	-12	1	5.2	-2	-1.1	-0.9	2
Cc1ccc(-c2noc(CN(C(=O)C34CC5CC(CC(C5)C3)C4)C(C)C)n2)cc1	2.0	-48	-1	0.2	4	4	2.0	-6	-0.9	0.2	0
CCc1nnc(SCC(=O)Nc2ccccc2)nc1CC	-0.6	1	1	-0.9	6	-5	-1.9	-1	-1.6	0.6	-2

A different layout for 13 compounds above.
SMILES | DAX1 inh-1 | PLC-beta3 inh | ADAM17 inh | hcDAF12 agonist | PLC-gamma1 inh | Rev-erbA mod | hgDAF-12 ag | MBD2 DNA inh | ssDAF-12 act | DAX1 inh-2 | SMARCA2 activ
OC(c1ccc(F)c(F)c1)c1ncc(-c2cccc(C(F)(F)F)c2)[nH]1 (stereo unspecified) | x | 1 | 8 | -2.2 | 1 | 4 | -0.5 | -5 | -2.0 | -0.9 | -4
Cc1ccc(C2(c3noc(CN(C)CC4COCCO4)n3)CCCC2)cc1 (stereo unspecified) | -0.1 | -5 | 1 | -0.2 | 1 | 1 | 1.8 | -2 | -1.1 | 0.7 | -5
CNc1ccc(Cl)cc1S(=O)(=O)c1ccccc1[N+](=O)[O-] | x | 3 | 0 | -1.9 | -1 | 7 | -2.1 | 0 | -0.9 | -1.5 | -3
CCc1ccccc1NC(=O)CNCC(=O)Nc1ccccc1CC | 0.2 | -5 | -4 | -2.3 | 3 | 9 | 1.8 | 1 | -1.1 | -0.1 | 0
CCCNC(=S)N1CCC(Cc2ccccc2)CC1 | 0.8 | -4 | -2 | -3.0 | -2 | 0 | -1.7 | -1 | -0.8 | -1.7 | 0
COc1ccc(C(CC(=O)Nc2ccc(C)cn2)N2Cc3ccccc3C2=O)cc1 (stereo unspecified) | 0.7 | -9 | -4 | -0.8 | 4 | 3 | 0.9 | 2 | -1.0 | 0.1 | -4
Cc1ccc(NC(=O)c2ccc(S(=O)(=O)N3CCCCC3)cc2)nc1 | -0.5 | -7 | -8 | -1.3 | -3 | 8 | 0.2 | 1 | -1.3 | -0.9 | 0
CC(=O)c1cccc(NC(=O)c2ccc(N(Cc3ccccc3)S(C)(=O)=O)cc2)c1 | -0.8 | 4 | 4 | 0.8 | 0 | 7 | -3.5 | 0 | -1.2 | -1.8 | 1
COc1cccc(N(C(=O)CNC(=O)c2ccco2)C(C(=O)NC2CCCC2)c2ccncc2)c1 (stereo unspecified) | 0.4 | 0 | -4 | -0.4 | -5 | -3 | -0.5 | 3 | -0.7 | 0.0 | -2
FC(F)(F)c1ccccc1Cc1c(C2CCCCC2)nc2c3ccccc3ccn12 | x | -16 | -2 | 2.3 | -1 | 1 | 3.4 | 3 | 1.7* | 1.6 | -1
C#CCN(C[C@@H]1[C@@H](OC(=O)NCc2ccccc2F)[C@@H](OC(=O)NCc2ccccc2F)CN(C(=O)OC(C)C)N1C(=O)OC(C)C)S(=O)(=O)c1ccc(C)cc1 | 0.2 | 5 | 8 | 0.1 | -4 | -5 | -1.4 | -2 | -1.2 | -0.9 | 0
Cc1cccc(N(C)C(=O)c2cc3cc4ccc(C)cc4nc3o2)c1 | 3.3 | -11 | -12 | 0.2 | -12 | 1 | 5.2 | -2 | -1.1 | -0.9 | 2
Cc1ccc(-c2noc(CN(C(=O)C34CC5CC(CC(C5)C3)C4)C(C)C)n2)cc1 | 2.0 | -48 | -1 | 0.2 | 4 | 4 | 2.0 | -6 | -0.9 | 0.2 | 0

New compounds follow
SMILES	DAX1 inh-1	PLC-beta3 inh	ADAM17 inh	hcDAF12 agonist	PLC-gamma1 inh	Rev-erbA mod	hgDAF-12 ag	MBD2 DNA inh	ssDAF-12 act	DAX1 inh-2	SMARCA2 activ
COc1ccc(N2CCN(C(=O)CCCCCn3c(=S)[nH]c4ccc(N5CCOCC5)cc4c3=O)CC2)cc1	-0.9	i	-28	-3.6	i	-3	-5.4	3	-2.5	-5.8	-9
O=C(Nc1nnc(SCC(=O)N2CCCCC2)s1)c1cccs1	2.9	-34	-1	-0.7	-22	-3	0.5	0	-0.9	-0.1	0
C[C@@H]1C(c2ccc(F)cc2)=NN(c2ccc(Br)cc2)[C@H]1C(=O)N1CCOC1=O	-0.1	-319	-94	-1.8	-215	6	0.2	-1	-0.5	-0.4	-6
COc1cccc(/C=C/C(=O)N2CCN(c3ccccn3)CC2)c1	0.4	-11	1	-3.1	-6	-6	0.8	-8	-0.8	0.4	2
